Nrf2 ARE act = activators of Nrf2 (ARE) signaling; actives 0.31% (n = 410,000); AREc32 ARE-luciferase reporter (MCF7-derived line), luminescence, 24 h; Potency, µM (highest dose often 46.1 µM), for inactives: at the top dose activation, usual class: activators; further: potency means the concentration at half of the fitted maximal effect; % of control where 0% means no effect; nearly all actives have a fitted effect of over 65% in size
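ARE activation measured as luciferase luminescence (Steady-Glo, 30 min RT) in AREc32_Fluc cells after 24 hr compound exposure at 37 deg C, 5% CO2; cells seeded overnight at 1000/well in OPTI-MEM, 5% FBS.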
Nrf2 block = Nrf2 pathway inhibition. Potency, µM (titrated, usually from 46 µM), without a hit: at the highest dose activity change, negative = inhibition, hits mostly inhibitors. actives 2.1% (n = 360,000). AID 504444. A549 ARE-Fluc reporter, luciferase luminescence, 18-24 h; further: potency means the concentration at half of the fitted maximal effect; on the % scale 0 is the no-effect control and ±100 the full control effect; nearly all actives have a fitted effect of over 60% in size
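Concentration-response testing used A549 ARE_Fluc cells at 5000 cells/well. Following an 18-24 h compound incubation, viability was read by fluorescence (Ex 405/Em 525) and luciferase output by luminescence.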
IL-2 act = activates IL-2 in a cell-based reporter assay. activation, % (series mostly up to about 46 µM). IL-2 activation reporter assay, cell-based qHTS; stimulated with anti-CD3/CD4/CD28 beads; in transgenic mouse T cells. actives 0.065% (n = 360,000). AID 652025; in the data active means activation above about 50%; inconclusive means mostly about 30% to 49%; further: 0% is about no effect
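Using fluorescent plate cytometry, EGFP and DsRed are detected in transgenic mouse T cells stimulated 18 h at 37 degrees C with antibody-coated beads after 60 min compound pretreatment.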
HepG2 tox = kills HepG2 cells in TGF-b inhibitor counter-screen; HepG2 CAGA-GFP viability, ATP luminescence, 18 h; Potency, µM (highest dose often 46.1 µM), for the others: at the highest dose activity change, negative = cytotoxicity, usual class: cytotoxic; actives 0.76% (n = 410,000); further: potency means the concentration at half of the fitted maximal effect; some results filed as inactive show a strong effect at the top dose
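HepG2 CAGA-GFP cells (1000/well, DMEM with 1% FBS) received compound, then TGF-beta at 500 pg/mL final, and were incubated 18 hours at 37 degrees C. Viability was read by CellTiter-Glo luminescence. Media-only wells were set as complete cell-killing and DMSO as no toxicity.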
ATXN viability = reduces viability in counter-screen for ATXN expression inhibitors; S2 cells (HEK-293 line with an ATXN2-luciferase reporter) viability, CellTiter-Fluor protease fluorescence, 24 h; Potency, µM (highest dose often 56.7 µM), hits mostly cytotoxic; actives 0.49% (n = 400,000); AID 651635; further: potency means the concentration at half of the fitted maximal effect; nearly all actives have a fitted effect of over 40% in size
EPAC2 agonist = EPAC2 (human) agonism; actives 0.079% (n = 360,000); EPAC2 activation, biochemical qHTS; response scale: 100% = 6.5 mM cAMP response; Potency, µM (series often up to 154 µM), inactives show at the top dose activation, actives largely listed as activators; further: potency means the concentration at half of the fitted maximal effect; nearly all actives have a fitted effect of over 50% in size
Target sequence (Q8WZA2 whole entry, looked up): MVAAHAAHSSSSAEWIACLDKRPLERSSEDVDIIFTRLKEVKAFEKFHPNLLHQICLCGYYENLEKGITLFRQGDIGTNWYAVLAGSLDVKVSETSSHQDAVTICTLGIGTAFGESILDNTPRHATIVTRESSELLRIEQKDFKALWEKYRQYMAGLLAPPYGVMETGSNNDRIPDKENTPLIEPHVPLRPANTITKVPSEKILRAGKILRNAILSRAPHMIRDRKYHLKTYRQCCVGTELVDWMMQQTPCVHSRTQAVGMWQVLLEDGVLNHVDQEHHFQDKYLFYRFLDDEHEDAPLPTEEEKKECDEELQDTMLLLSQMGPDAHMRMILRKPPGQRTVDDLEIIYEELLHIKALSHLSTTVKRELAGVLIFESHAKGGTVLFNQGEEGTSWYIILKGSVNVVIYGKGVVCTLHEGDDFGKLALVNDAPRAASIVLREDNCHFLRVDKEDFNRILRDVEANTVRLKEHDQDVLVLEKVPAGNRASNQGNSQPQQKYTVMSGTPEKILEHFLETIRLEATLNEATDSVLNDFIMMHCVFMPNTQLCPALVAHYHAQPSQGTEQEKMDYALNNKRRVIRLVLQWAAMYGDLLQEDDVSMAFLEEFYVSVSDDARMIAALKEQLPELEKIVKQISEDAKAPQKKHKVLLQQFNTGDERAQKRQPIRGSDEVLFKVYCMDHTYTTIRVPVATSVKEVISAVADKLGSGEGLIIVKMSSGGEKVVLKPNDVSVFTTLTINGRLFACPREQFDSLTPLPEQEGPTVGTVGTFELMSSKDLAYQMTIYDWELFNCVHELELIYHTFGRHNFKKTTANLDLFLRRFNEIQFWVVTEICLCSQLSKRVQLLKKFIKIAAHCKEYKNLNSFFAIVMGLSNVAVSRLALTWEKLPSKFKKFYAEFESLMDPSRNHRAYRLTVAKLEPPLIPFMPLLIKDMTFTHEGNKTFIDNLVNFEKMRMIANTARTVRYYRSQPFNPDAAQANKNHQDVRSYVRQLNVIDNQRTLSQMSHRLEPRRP
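Each well held 100 nM EPAC2, 250 nM RAP1B-BODIPY-GDP and 50 uM GDP. Fluorescence, read at 5-min intervals to 30 min, was referenced to a 6.5 mM cAMP positive control.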
A549 tox = counter-screen for Nrf2 inhibitors: cytotoxicity in A549 cells; A549 ARE-Fluc cells, CellTiter-Fluor viability, 18-24 h; Potency, µM (doses to about 46 µM), inactives show top-dose activity change, negative = cytotoxicity, usual class: inhibitors; actives 0.16% (n = 390,000); AID 504648; further: potency means the concentration at half of the fitted maximal effect; on the % scale 0 is the no-effect control and ±100 the full control effect
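Cytotoxicity counterscreen: CellTiter-Fluor fluorescence was measured in A549 ARE_Fluc cells after 18-24 h of compound exposure in a concentration series. The subsequent BugLite luminescent read reports ARE-luciferase activity.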
TGFb SMAD3 inh = inhibitors of TGF-b signaling; HepG2 CAGA-GFP TGF-b/SMAD3 reporter, GFP fluorescence, 18 h; TGF-beta stimulated, 500 pg/mL final; actives 1.2% (n = 410,000); Potency, µM (top dose mostly 46.1 µM), for the others: at the top dose activity, negative = inhibition, actives largely listed as inhibitors; further: potency means the concentration at half of the fitted maximal effect; on the % scale 0 is the no-effect control and ±100 the full control effect; nearly all actives have a fitted effect of over 65% in size
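HEPG2 CAGA-GFP, 1000 cells/well; 2 h settle, 37 C; cpd via pin tool; TGF-b 500 pg/mL final; 18 h, 37 C; GFP imaging ex488/em500-530; %Activity normalised to -TGF-b and +DMSO controls; CRC fit, curve class.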
ATXN2 expr inh = inhibitors of ATXN2 expression. HEK-293 ATXN2-luciferase reporter, luminescence, 24 h. Potency, µM (titrated, usually from 57 µM), for inactives: top-dose activity change, negative = inhibition, usual class: inhibitors. actives 0.72% (n = 360,000); further: potency means the concentration at half of the fitted maximal effect; on the % scale 0 is the no-effect control and ±100 the full control effect; nearly all actives have a fitted effect of over 55% in size
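qHTS (up to 57 uM final) was run with 24 h compound exposure of reporter cells at 37 °C. Each well was multiplexed: SteadyGlo luminescence measured ATXN2-luciferase expression after a fluorogenic Gly-Phe-AFC viability readout (25 uM final).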
Numbers without * were called inactive; i = inactive; ? = inconclusive; . = no result given; [ ] = dose if it differs, or a comment. Unless noted, the call rests on the fitted dose curve; in most records, active means well fitted curve in the direction sought with a large enough effect; inconclusive means small, poorly fitted or top-dose-only effect, or another doubt; inactive means no such curve, though single readings can be large; an effect the other way counts as inactive or inconclusive.

| mol | ATXN2 expr inh | IL-2 act | ATXN viability | HepG2 tox | EPAC2 agonist | Nrf2 ARE act | TGFb SMAD3 inh | A549 tox | Nrf2 block |
| --- | --- | --- | --- | --- | --- | --- | --- | --- | --- |
| CCCC(C(=O)N1CCOCC1)N1C(=O)C2C3C=CC(C3)C2C1=O (stereo not given) | 7% | 0.5 | i | -6% | -3% | -0.5% | -16% | -3% | 8% |
| CC(=O)Nc1cccc(NC(=O)c2cc3ccccc3o2)c1 | 66%[activator] | -2.2 | i | -44% | -4% | 9.1% | 1% | -25% | 2% |
| O=C(CSc1nncc2ccccc12)N1CCCCC1 | 21% | 0.5 | i | -14% | -3% | 21% | -2% | -3% | 10µM* |
| O=C(Nc1cccc(F)c1)OC(CN1CCCCC1)C(F)(F)F (stereo not given) | 3% | -0.1 | i | -6% | 12% | 0.0% | -3% | -5% | -7% |
| CCOCCCNC(=O)/C(C#N)=C/c1ccc([N+](=O)[O-])o1 | ? | -1.1 | 19µM* | -5% | -4% | ? | -27% | ? | 26µM* |
| Cc1cc(Cl)ccc1OCC(=O)OCC(=O)NC1CCCC1 | -18% | 0.0 | i | 0% | 5% | -0.2% | 0% | 5% | -2% |
| Cc1ccc(-n2c(=O)c3oc4ccccc4c3n(Cc3ccccc3)c2=O)cc1C | -6% | . | i | -17% | . | -1.2% | -4% | -1% | ? |
| C=C(C)C(=O)N1CC2(CC(c3cccc(NC(=O)CC)c3)=NO2)C[C@H]1C(N)=O (stereo not given in full) | 0% | 0.2 | i | 2% | -2% | -0.8% | -25% | -1% | -16% |
| O=C(Cn1cc(Cl)c([N+](=O)[O-])n1)NCCC1=CCCCC1 | 24% | 1.4 | i | 1% | 2% | 0.4% | 6% | 2% | ? |
| Cc1ccc(N2CCN(C(=O)c3ccccc3NC(=O)/C=C\C(=O)O)CC2)cc1 | 3% | -1.6 | ? | -4% | 7% | 3.7% | -1% | 0% | 5% |
| CCC(C)Nc1nc2c(C)cccn2c(=O)c1C=Nc1ccc(OC)cc1 (stereo not given) | . | -3.0 | i | -9% | 1% | -0.6% | -25% | -1% | ? |
| CN(C)c1nc(-c2cn(CCC#N)c3ccccc23)cs1 | -8% | -1.0 | i | -36% | 6% | 11% | 6% | -3% | 0% |
| O=C(COC(=O)c1ccc(F)cc1)Nc1nc2ccc([N+](=O)[O-])cc2s1 | 1% | 1.6 | ? | -11% | 3% | 0.4% | 3% | -4% | ? |
| COC(=O)c1ccccc1NC(=O)CN1C(=O)COc2ccc(Cl)cc21 | -1% | . | i | -28% | . | 6.5% | -24% | -7% | -13% |
| COc1ccc(N2CC(C(=O)Nc3ccc4c(c3)OCCO4)CC2=O)cc1 (stereo not given) | 12% | -2.7 | i | 7% | 0% | -0.1% | 5% | -3% | -8% |
| c1ccc(Oc2cccc(CN3CCCCC3)c2)cc1 | -9% | 0.2 | i | -10% | 10% | 1.1% | -5% | 5% | 5% |
| Cc1noc2ncnc(SCc3ccc(C(F)(F)F)cc3)c12 | -12% | -2.9 | i | -20% | 5% | 3.8% | 10% | 0% | -16% |
| CCCN(CC(=O)Nc1ccccc1C)C(=O)C1CCCN(C(=O)c2ccc(Cl)cc2)C1 (stereo not given) | . | 0.0 | i | -21% | -6% | 0.3% | -27% | -3% | -2% |
| CCN1CCN(C(c2ccccc2)c2nnnn2C(C)(C)C)CC1 (stereo not given) | 12% | 0.4 | i | . | 4% | -0.2% | . | . | . |
| COc1ccc(CNC(=O)c2cc(Nc3ccc(C)cc3C)nc3ccccc23)cc1 | -8% | . | i | -15% | . | -1.1% | -21% | 9% | -4% |
| CC(=O)N1N=C(c2ccccc2)CC1c1cccs1 (stereo not given) | -14% | -0.2 | i | -2% | 4% | 0.6% | -2% | -6% | 16% |
| CN(Cc1cnc2nc(N)nc(N)c2n1)c1ccc(C(=O)NC(CCC(=O)O)C(=O)O)c2ccccc12 (stereo not given) | ? | -2.3 | i | -61% | 7% | 0.1% | -21% | -23% | 0.041µM* |
| Cc1cccc(Nc2nc3c(S(=O)(=O)c4ccc(Br)cc4)nnn3c3ccsc23)c1C | . | . | . | -17% | . | 0.4% | ? | 2% | -19% |
| Cc1cc(NC(=O)NC2CCCN2S(=O)(=O)c2ccc(Cl)cc2)no1 (stereo not given) | -7% | 0.7 | i | -36% | -8% | 0.1% | -2% | 3% | 13% |
| Cc1cc(/C=C2\SC(=S)NC2=O)cc(C)c1O | . | -0.2 | ? | -48% | 1% | 17% | 21% | -19% | 26% |
| Cc1cc(C)c(NC(=O)CNC(=O)CNC(=O)C2CCCCC2)c(C)c1 | . | -0.5 | i | -6% | 8% | 0.0% | -6% | -5% | 2% |
| C[C@@H](O)C#Cc1ccc2c(c1)O[C@H](CN(C)C(=O)Nc1ccccc1)[C@@H](C)CN([C@@H](C)CO)S2(=O)=O | 3% | -1.0 | i | 6% | -4% | 0.6% | 0% | . | . |
| CCOC(=O)CSc1nnc(Cc2ccccc2)n1Cc1ccco1 | -5% | 1.5 | i | 4% | 2% | -0.5% | -9% | 1% | . |
| O=C(N/C(=N\O)c1ccccc1)Nc1ccc(Cl)cc1 | 27% | -2.2 | i | 1% | -2% | 0.7% | 5% | -6% | . |
| Cc1c(N)cc(N)cc1C(=O)O | -12% | -0.8 | i | 4% | 8% | -0.3% | 17% | -9% | -18% |
| COc1ccc(CNC(=O)CCC2N=C3c4ccccc4N=C(SCc4ccc(F)cc4)N3C2=O)cc1 (stereo not given) | -25% | . | ? | -27% | . | 5.8% | ? | 8% | . |
| COc1ccc(-c2csc(NC(C)c3nc4cc(Cl)c(Cl)cc4n3CCOCCO)n2)cc1 (stereo not given) | -32% | -0.5 | ? | -47% | 6% | 3.8% | ? | -16% | -6% |
| Cc1cccc(OCCn2c(SCC(N)=O)nc3ccccc32)c1 | -8% | . | i | -25% | . | 4.9% | 4% | -4% | -9% |
| CC1=C/C(=N\OS(=O)(=O)c2ccccc2)C(C)=CC1=O | 22µM* | -3.5 | 20µM* | 11µM* | 3% | -3.2% | 10µM* | 3% | -3% |
| O=C(c1cc(-c2ccc(F)cc2)nc2ccccc12)N1CCN(C2CCS(=O)(=O)C2)CC1 (stereo not given) | . | 1.5 | . | -4% | 9% | -0.5% | -3% | 2% | 2% |
| C/C(=N\NC(=O)CNc1ccccc1)c1ccccc1 | 2% | -0.5 | i | 6% | 4% | 0.3% | 5% | 0% | -21% |
| O=C(CSc1nnc2n1CCCN2)c1ccc([N+](=O)[O-])cc1 | -9% | 0.0 | i | 29% | 14% | 0.3% | 17% | 1% | -2% |
| CCN(CC)S(=O)(=O)c1ccc(OC)c(NS(=O)(=O)c2cccc(C(=O)O)c2)c1 | -5% | -0.2 | i | 1% | -1% | 0.2% | 4% | 1% | 19% |
| CC1CC(C)(C)CC2(C1)NC(=O)N(CC(=O)N1CCN(S(=O)(=O)c3cccc(Cl)c3Cl)CC1)C2=O (stereo not given) | 11% | -0.5 | i | -28% | -9% | 0.3% | ? | -12% | -21% |
| Cc1cccc(C)c1-n1nnnc1C(CCc1ccccc1)N1CCN(C/C=C/c2ccccc2)CC1 (stereo not given) | 9% | -0.8 | i | -31% | 10% | 0.3% | 2% | . | . |
| CCCCc1nc2ccccc2c(N)c1CCC (tested in a mixture with another compound) | -17% | -6.0 | i | -28% | 2% | 0.2% | ? | -4% | -18% |
| CC(C)(C)C(=O)/C=C1\NC(=O)CS1 | 7% | 1.1 | ? | 14% | 8% | -0.5% | -3% | -2% | 10% |
| CCCCCc1nnc(NC(=O)NS(=O)(=O)c2ccc(C)cc2)s1 | -5% | 1.6 | i | -7% | -1% | 0.0% | 3% | 1% | 5% |
| COc1ccccc1N1CCN(C(=O)/C=C/c2ccc(C)cc2)CC1 | 6% | -2.7 | i | 21% | 3% | -0.3% | 26% | -1% | -4% |
| CCCCOc1ccc(Cn2c(=O)sc3ccccc32)cc1 | 8% | . | i | -19% | . | 5.3% | ? | 0% | -12% |
| COc1ccccc1Cc1c(-c2ccc(OC)c(OC)c2)nc2cc(C)c(Br)c(C)n12 | 13% | 0.7 | i | . | 12% | 11% | . | . | . |
| CC(C)c1ccc(NC(=O)c2cc(-c3cc(F)ccc3OCC3CCCO3)n[nH]2)cc1 (stereo not given) | -2% | -0.6 | i | 5% | 5% | 5.7% | 0% | . | . |
| CCC(=O)Nc1ccc(-c2ccc(N3CCN(C)CC3)nn2)cc1 | . | 1.3 | i | -11% | 7% | 5.0% | 22% | 25% | 4% |
| NS(=O)(=O)c1cccc(C(=O)NC2CCSc3ccccc32)c1 (stereo not given) | 7% | -3.9 | i | -9% | -7% | 0.6% | ? | 3% | 2% |
| CCOC(=O)[C@@H]1[C@H]2COc3ccccc3[C@@H]2N2C(=O)N(c3cccc(F)c3)C(=O)[C@@]12C | 10% | 3.4 | i | -4% | 12% | -0.5% | -4% | -8% | -1% |
| COC(=O)[C@H](Cc1ccccc1)NC(=O)N1CCCCC1C (stereo not given in full) | 39%[activator] | -3.0 | i | 2% | 0% | -0.6% | -15% | -9% | . |
| CCOc1ccc(OCC)c(Nc2ccc3cc(S(=O)(=O)N4CCCC4)ccc3n2)c1 | 12% | . | i | -18% | . | 0.0% | -1% | -1% | 4% |
| COc1ccc2c(c1)c(C(=O)CN1CCC(C(N)=O)CC1)c(C)n2C | -2% | -0.4 | i | 1% | 2% | -0.7% | 0% | 1% | 7% |

Quoted at random: two compounds from above.
| mol | ATXN2 expr inh | IL-2 act | ATXN viability | HepG2 tox | EPAC2 agonist | Nrf2 ARE act | TGFb SMAD3 inh | A549 tox | Nrf2 block |
| --- | --- | --- | --- | --- | --- | --- | --- | --- | --- |
| COc1ccccc1N1CCN(C(=O)/C=C/c2ccc(C)cc2)CC1 | 6% | -2.7 | i | 21% | 3% | -0.3% | 26% | -1% | -4% |
| Cc1ccc(N2CCN(C(=O)c3ccccc3NC(=O)/C=C\C(=O)O)CC2)cc1 | 3% | -1.6 | ? | -4% | 7% | 3.7% | -1% | 0% | 5% |

Screening data from PubChem BioAssay.
